# TDP2 absorb: TDP2 (human) inhibition, absorbance primary screen; O95551; recombinant TDP2, T5PNP hydrolysis, p-nitrophenol absorbance 415 nm; inhibition, % at 12.8 µM; 370,000 tested, 0.34% active; AID 720702;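 active = inhibition above the mean of all tested compounds plus 3 SD, set per campaign, cut at about 25% in these data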;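 also: 0% = DMSO with enzyme and 100% = buffer with substrate but no TDP2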
# Target sequence (O95551 whole entry, looked up): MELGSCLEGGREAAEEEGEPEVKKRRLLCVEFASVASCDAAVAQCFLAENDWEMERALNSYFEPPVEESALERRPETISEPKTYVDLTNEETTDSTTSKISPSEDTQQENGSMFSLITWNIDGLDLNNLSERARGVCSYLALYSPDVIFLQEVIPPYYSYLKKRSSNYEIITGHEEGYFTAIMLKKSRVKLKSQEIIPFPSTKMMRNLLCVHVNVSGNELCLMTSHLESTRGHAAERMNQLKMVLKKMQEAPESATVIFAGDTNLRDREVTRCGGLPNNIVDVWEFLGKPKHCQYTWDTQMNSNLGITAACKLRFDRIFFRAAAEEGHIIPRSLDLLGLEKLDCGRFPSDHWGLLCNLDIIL
#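 System: recombinant human TDP2 / Amount: 120 nM TDP2 per well / Also added: 5 mM T5PNP chromogenic substrate / Doses: 12.8 µM single point, 1% DMSO / Incubation: 2 h at 37 °C / Detection: p-Nitrophenol epi absorbance / Evaluation: % inhibition relative to enzyme-containing and enzyme-free wells / Repeats: singlicate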
# SIAE inh: inhibitors of human sialic acid acetylesterase SIAE; Q9HAT2; SIAE FP-Rh probe binding, fluorescence polarization; inhibition, % at 9.66 µM; 370,000 tested, 0.69% active; AID 1053197;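 active = inhibition above a cutoff: mean of compounds within the control limits plus 3 SD of those, cut at about 17% in these data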;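 also: 0% = plate median of compound wells and 100% = probe without SIAE protein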
# mABHD4 FP: ABHD4 (mouse) inhibition, primary FP screen | inhibition, % at 8.92 µM | purified mABHD4, FP-Rh probe fluorescence polarization | 370,000 tested, 0.54% active | Q8VD66;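 active = inhibition exceeding the mean over every tested compound plus 3 SD, cut at about 30% in these data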;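 also: 0% = plate median of compound wells and 100% = S159A mutant with DMSO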
#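 System: mouse ABHD4 enzyme, wild type / Medium: HEPES pH 7.0, NaCl, Pluronic buffer / Reagent: FP-Rh activity-based fluorescent probe / Control set: S159A mutant high control, sample median low control / Detection: fluorescence polarization with parallel and perpendicular emission, 525/598 nm / Schedule: 45 min + 60 min at 25 °C / Compound dosing: 8.92 µM, single dose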
# TCR CD3 inh: human TCR-CD3 binding inhibition; TAMRA-labeled TCR probe fluorescence, biochemical; inhibition, % at 9.4 µM; 360,000 tested, 0.37% active; AID 651800; in the data active = inhibition above about 19%;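 also: recombinant mutant TCR 2C K166C tagged with TAMRA read by polarization; 0% = receptor in buffer alone and 100% = receptor with positive control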
# LEDGF integ inh: blocks HIV-1 LEDGF/p75-dependent DNA integration. TR-FRET IN-LEDGF/p75 DNA integration, Eu/Cy5. inhibition, % at 3.7 µM. 370,000 tested, 0.64% active. AID 743269;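 active = inhibition above the screen-wide mean plus 3 SD, cut at about 13% in these data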;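 also: signal is the Cy5 over europium emission ratio at 671 and 618 nm; 0% = plate median of compound wells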
# UHRF1 MBD2 ctr: human UHRF1 methylated DNA binding inhibitors; Q96T88; UHRF1 binding to methylated oligo, TR-FRET; inhibition, % at 4.4 µM; 370,000 tested, 0.75% active; in the data active = inhibition above about 21%;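 also: UHRF1 SRA domain binding a hemimethylated CpG hairpin DNA probe; 0% = median of test compound wells and 100% = reference inhibitor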
# PG9 Ab binder: PG9 antibody binding by small molecule; TR-FRET gp120-PG9 antibody binding; inhibition, % at 6.7 µM; 360,000 tested, 0.43% active; in the data active = inhibition above about 8.5%
# HTRA1 inh: HTRA1 (human) protease inhibition | recombinant HTRA1, FP-rhodamine activity-based probe, fluorescence polarization | inhibition, % at 5.96 µM | 340,000 tested, 0.5% active | AID 504803; in the data active = inhibition above about 36%;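 also: 0% = enzyme with DMSO and 100% = wells lacking enzyme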
# Target sequence (Q92743 whole entry, looked up): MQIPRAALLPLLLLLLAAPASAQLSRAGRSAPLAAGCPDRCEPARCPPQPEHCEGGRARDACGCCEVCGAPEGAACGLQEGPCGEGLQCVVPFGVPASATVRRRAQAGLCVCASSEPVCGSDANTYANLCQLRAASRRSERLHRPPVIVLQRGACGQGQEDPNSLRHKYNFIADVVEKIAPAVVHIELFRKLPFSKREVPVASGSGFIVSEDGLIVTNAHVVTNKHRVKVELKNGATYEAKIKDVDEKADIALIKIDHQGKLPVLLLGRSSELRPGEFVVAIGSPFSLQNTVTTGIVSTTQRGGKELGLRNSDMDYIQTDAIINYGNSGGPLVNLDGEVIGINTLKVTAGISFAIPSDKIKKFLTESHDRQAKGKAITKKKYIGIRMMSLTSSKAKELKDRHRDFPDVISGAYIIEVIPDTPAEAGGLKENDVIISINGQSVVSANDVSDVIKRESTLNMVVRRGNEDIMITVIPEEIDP
# PRMT1 FP inh: PRMT1 (human) inhibition, primary screen; Q99873; recombinant PRMT1, activity-based probe fluorescence polarization; inhibition, % at 2.79 µM; 370,000 tested, 1.3% active; AID 652257;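 active = inhibition above about 21% made by adding two undisclosed values, limit read from the data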
# DDE Tn7 FP inh: DD(E)-Tn7 binding inhibition, primary FP screen; P02675; FP displacement of FITC-Tn7 peptide from fibrin DD(E); 0% = median of compound wells per plate; inhibition, % at 8.3 µM; 370,000 tested, 0.13% active; AID 720508;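 active = inhibition above the mean of compounds falling within the control limits plus 3 SD of them, cut at about 14% in these data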;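 also: 0% = plate median of compound wells and 100% = 10 µM Aha-Tn7 peptide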
#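 Assay system: human fibrin DD(E). Input: DD(E) 2 µM final. Medium: Tris buffer with calcium and detergent, pH 7.8. Compound dosing: single point at 8.3 µM. Timing: 10 min plus 3 h, room temperature. Technique: fluorescence polarization of the labelled Tn7 tracer. Read-out: percent inhibition. Replicates: singlicate testing.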
# Numbers without * were called inactive; / = not tested or not shown; & = joins results of further samples.
SMILES,TDP2 absorb,SIAE inh,mABHD4 FP,TCR CD3 inh,LEDGF integ inh,UHRF1 MBD2 ctr,PG9 Ab binder,HTRA1 inh,PRMT1 FP inh,DDE Tn7 FP inh
CC1CCN(S(=O)(=O)N2CCC(C(=O)NC3CCCC3)CC2)CC1,0,0,-6,3,-1,-3,-0.2,3,-1,-4
CC(C)CC(=O)NC(=S)Nc1ccccc1C(=O)Nc1ccccc1,2,-2,1,2,-3,2,0.9,-6,-1,5
O=C(c1ccc(OC2CCN(Cc3ccccn3)CC2)cc1)N1CCCCCC1,10,3,-3,2,1,-4,1.0,6,-1,2
COc1ccc2cnn(-c3ccc(OC(F)(F)Cl)cc3)c(=O)c2c1OC,17,-2,2,6,-3,-2,-1.7,5,-2,-3
O=S1(=O)CC(N2CCCC2)CN1Cc1ccccc1 (configuration not stated),-2,12,-1,-1,3,-2,-0.2,/,-4,6
COc1ccccc1CN(Cc1nc2ccccc2c(=O)[nH]1)C(=O)Nc1ccccc1,-10,-4,2,0,0,-4,0.6,-9,-1,6
CCn1c(/C=N/Nc2ccc(C(=O)O)cc2)nc2ccccc21,-13,-8,3,1,1,5,-1.3,1,3,-8
COc1ccc(C(=O)N(C)[C@H]2C[C@H]3c4[nH]c5ccccc5c4CCN3C(=O)[C@H]2CO)cc1,-2,-2,-3,2,2,-2,-1.7,-4,1,-1
Cc1ccc(C(=O)CSc2nnc(-c3cccs3)n2C)o1,4,0,6,-7,-4,0,-0.6,-2,7,6
CCN1CCN(C(c2cccs2)C(C)NC(=S)NC2CCCCC2)CC1 (configuration not stated),-6,-4,1,1,1,0,0.3,3,-4,5
O=C1NC(=O)C(Cc2cccc(Oc3ccccc3)c2)S1 (configuration not stated),-7,-3,-14,2,5,2,-0.8,-17,0,1
O=C(NCC1CCCO1)c1cc(-c2ccccc2F)no1 (configuration not stated),-11,7,2,2,1,0,-1.4,3,-5,7
Nc1nc(CN2CCN(Cc3ccccc3)CC2)nc(Nc2ccccc2)n1,13,6,2,3,3,-5,-0.7,1,-3,-4
O=C(NC(=S)NC1CCCCC1)c1ccccc1[N+](=O)[O-],1,3,-17,-3,-3,0,1.4,-6,5,0
O=C(NCCCn1ccnc1)c1cc(-c2cccnc2)nc2ccc(Br)cc12,8,9,4,-9,-1,-2,6.3,6,1,-3
COc1cc(-c2nnc(COC(=O)c3cc(C)no3)o2)cc(OC)c1OC,-5,4,11,-4,-1,-1,-1.3,0,8,-5
COc1ccccc1NC(=O)CCN1C(=O)c2ccccc2S1(=O)=O,2,2,2,6,1,-1,0.3,6,-6,-1
COc1cc(CC(=O)Nc2ccc(S(=O)(=O)N(C)C)cc2)cc(OC)c1OC,2,6,-1,-3,2,-4,4.1,-4,-1,5
COc1cccc(NC(=O)C2(C)CCN2C(C)C)c1OC (configuration not stated),-9,-3,-1,4,5,0,1.4,/,-2,-5
CNc1ccccc1C(C)(C)c1cc(C)[nH]n1,-7,3,0,10,0,2,1.2,-1,-2,2
Cc1sc(NC(=O)c2ccccc2)c(C(=O)c2ccccc2)c1C,-9,-1,-7,4,2,-2,-2.2,-22,30*,-6
O=C(NCCCN1CCCC1=O)c1ccc2c(c1)OCO2,13,4,1,9,0,1,-1.6,3,2,-4
Cc1cc(C(=O)N/N=C/c2cc(Br)ccc2OC(=O)c2ccccc2)n[nH]1,-3,-23,-51,-5,-6,-5,-0.8,-9,2,8
COc1ccc(S(=O)(=O)NCc2ccc(C(=O)NCCN(C)Cc3ccccc3)cc2)cc1,-11,-7,-7,-5,4,0,-0.6,/,-3,1
COc1ccc(-n2nc(C(=O)NCC(=O)N3CCCC3)c3ccccc3c2=O)cc1,-17,-1,-12,6,7,-1,-1.1,-2,-2,-10
COc1ccc(Cl)cc1NC(=O)COc1cccc(-n2cnnn2)c1,-2,-1,-3,6,-2,0,-0.8,-5,0,-4
COc1ccccc1NC(=O)Nc1ccc(F)c(F)c1,3,6,-8,-5,4,-2,-3.0,-17,0,9
COc1ccc(OCC(=O)Nc2ccccc2C(=O)Nc2ccc(C(=O)O)cc2)cc1,-2,-12,-24,8,1,-1,-2.6,-2,4,-2
Cc1c(C#N)c(O)[nH]c(=O)c1N=Nc1ccc(S(N)(=O)=O)cc1,11,8,39*,2,6,-31,-1.6,9,-1,-2
Cc1ccc(NC(=O)Cc2ccc(-c3ccccc3)cc2)nc1,-5,-4,9,-3,2,2,-1.8,-34,-1,0
Cc1cccc(C)c1NC(=S)N(Cc1cccs1)C1CCCC1,-5,-3,8,-4,-8,16,-0.3,5,3,-2
CC1CCN(c2ncnc3c2cnn3-c2ccccc2)CC1,-4,-8,6,-1,-2,-1,0.3,-5,8,1
COc1cc(C(=O)NCc2ccc(C)cc2)ccc1OC(F)F,-15,-2,-6,1,1,9,2.1,-17,4,0
COc1ccc(-c2ccc(-c3cc(=O)oc4cc(OC)c(OC)c(OC)c34)cc2)cc1F,6,1,-2,-2,4,1,-3.3,-5,-3,0
COc1ccc(NC(=O)C(=O)NCCC2CCCCN2S(=O)(=O)c2ccc(F)cc2)cc1 (configuration not stated),-7,-5,1,1,1,1,-2.0,-18,1,-3
Cc1cccc(NC(=O)C2CC(=O)N/C(=N/N=C/c3ccco3)S2)c1 (configuration not stated),0,-7,-5,-2,4,12,-0.9,0,9,4
COc1cc(C2/C(=C(\O)c3ccc4c(c3)CC(C)O4)C(=O)C(=O)N2CCCn2ccnc2)ccc1O (configuration not stated),0,0,6,-1,-1,-2,-1.8,-2,-1,-9
CN(C)CCN1C(=O)c2oc3ccccc3c(=O)c2C1c1ccc(F)cc1 (configuration not stated),12,4,0,4,0,-2,-0.9,-3,-1,-3
COc1ccc(CCNC(=O)CC2Nc3ccccc3NC2=O)cc1OC (configuration not stated),8,1,6,-4,-2,-2,0.1,2,3,-6
O=[N+]([O-])c1cc([N+](=O)[O-])c(Oc2cc(F)cc(F)c2F)cc1NN1CCCCC1,-11,-2,3,-6,2,0,0.8,-4,-3,-10
CNC(=O)COc1ncnc2sc(C)c(C)c12,-3,3,3,9,1,0,-0.8,-1,-1,0
CCn1c(SCc2nc3ccccc3s2)nnc1-c1cccs1,-1,-2,-9,3,-2,0,0.7,-16,7,4
O=C(Nc1ncc(Cc2ccccc2Cl)s1)C1CCCO1 (configuration not stated),5,7,-1,5,0,3,0.4,-6,0,2
Cc1ccc(OCC(=O)Nc2ccc(Cl)cc2)c(-n2nc3ccccc3n2)c1,6,3,3,5,1,0,0.0,4,-1,-6
Cc1ccc(NC(=O)Nn2cnnc2)cc1Cl,-16,-5,-9,-1,5,2,0.0,-1,-6,9
O=C(c1ccc(Cl)c(S(=O)(=O)N2CCc3ccccc3C2)c1)N1CCN(c2ccccc2)CC1,-5,-3,7,1,-3,3,-0.7,-9,0,-6
CC(OC(=O)c1ccc(Cl)c(S(N)(=O)=O)c1)C(=O)NCc1ccc2c(c1)OCO2 (configuration not stated),-5,-7,1,6,1,-1,-0.3,-5,-2,2
O=C(CNC(=O)c1ccccc1)OCC(=O)N1N=C(c2ccc(Cl)cc2)CC1c1ccco1 (configuration not stated),-4,2,-2,2,-1,2,-0.5,1,1,2
Cc1ccc(SCc2cc(=O)[nH]c(Nc3nc(C)c4cccc(C)c4n3)n2)cc1,-12,-11,-7,6,3,-1,-3.1,-4,-4,-6
COC(=O)[C@]12C[C@H](CC(=O)NCc3cccc(C(F)(F)F)c3)C(=O)N(Cc3ccccc3)C1=C[C@H](C1CCCC1)O[C@@H]2C,1,-4,-8,6,-1,0,-0.1,/,3,0
COc1cccc(/C=C2/Sc3ccc(C(=O)NC4CC4)cc3NC2=O)c1,-4,-2,3,10,0,1,-1.0,/,-4,-6
CC(C)Oc1ccc(S(=O)(=O)N2CCOCC2)cc1NC(=O)c1ccc(N2CCCC2=O)cc1,-5,-5,1,12,-3,2,0.2,-8,0,2
COc1ccc(CCNC(=O)COc2coc(CN3c4ccccc4CC3C)cc2=O)cc1OC (configuration not stated),-9,4,-3,6,-6,5,-0.8,-1,3,0
O=C(C(=O)N1CCC(Cc2ccccc2)CC1)c1ccccc1,-6&-4,-5&8,-15&-2,-9&0,-1&-6,4&0,1.5&-0.9,/,-3&2,-5&-1
CN(CCCC(=O)Nc1nccs1)S(=O)(=O)c1ccc(Cl)cc1,4,1,5,-1,1,-2,0.7,-6,0,-4
CS(=O)(=O)c1ccc(Cl)c(NC(=O)CSC(=S)N2CCCC2)c1,-3,0,2,-3,-5,0,0.9,6,3,6
CC(/C=C/c1ccco1)=N\NC(=O)CNc1ccc2ccccc2c1,0,5,19,4,0,-1,-2.2,21,4,3
CCc1ccc(C(=O)NNC(=O)c2cc(S(=O)(=O)N(C)C)ccc2N2CCCC2)cc1,0,-3,-9,1,-4,1,0.4,5,3,2
CCCCc1ccc(NC(=O)Cn2c(=O)c(N3CCCCC3)c(N)n(C)c2=O)cc1,-5,-2,-2,12,2,-1,-1.6,6,-2,-3
S=c1[nH]nc(-c2c[nH]c3ccccc23)o1,-3,3,0,9,2,0,-2.5,-4,9,2
# Additional entries.
SMILES,TDP2 absorb,SIAE inh,mABHD4 FP,TCR CD3 inh,LEDGF integ inh,UHRF1 MBD2 ctr,PG9 Ab binder,HTRA1 inh,PRMT1 FP inh,DDE Tn7 FP inh
NC(=O)c1ncn([C@@H]2O[C@H](CNCc3ccc(-c4cc(C(F)(F)F)ccc4Cl)o3)[C@@H](O)[C@H]2O)n1,-1,-1,0,-2,-2,2,0.1,-2,7,3
CC(=O)N(c1ccc(C)cc1)c1nc(C)cc(C)c1C#N,9,-7,-1,-6,-2,2,2.1,2,0,1
O=C(NCC(F)(F)F)c1[nH]c(C(F)(F)F)nc1-c1ccccc1,6,4,1,9,5,1,-4.0,/,-1,-9
Cc1cccc2c(C(=O)N3CCCCC3)cc(-c3ccccc3)nc12,-2,-2,0,5,-2,-1,-0.7,-30,-1,6

# Given field by field: part of the list above
CC(C)Oc1ccc(S(=O)(=O)N2CCOCC2)cc1NC(=O)c1ccc(N2CCCC2=O)cc1
- TDP2 absorb: -5
- SIAE inh: -5
- mABHD4 FP: 1
- TCR CD3 inh: 12
- LEDGF integ inh: -3
- UHRF1 MBD2 ctr: 2
- PG9 Ab binder: 0.2
- HTRA1 inh: -8
- PRMT1 FP inh: 0
- DDE Tn7 FP inh: 2

COc1cccc(NC(=O)C2(C)CCN2C(C)C)c1OC (configuration not stated)
- TDP2 absorb: -9
- SIAE inh: -3
- mABHD4 FP: -1
- TCR CD3 inh: 4
- LEDGF integ inh: 5
- UHRF1 MBD2 ctr: 0
- PG9 Ab binder: 1.4
- HTRA1 inh: /
- PRMT1 FP inh: -2
- DDE Tn7 FP inh: -5

# Compound activity as filed in PubChem.
